TLR9-MyD88 block = TLR9-MyD88 interaction inhibition; CHO BLA complementation TLR9-MyD88, CCF4 FRET ratio; Q9NR96+Q99836; actives 0.21% (n = 340,000); inhibition, % at 4.98 µM;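 active = inhibition above the mean over all tested compounds plus 3 SD, cut at about 21% in these data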;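 also: 0% = DMSO only wells and 100% = clavulanate BLA inhibitor control wells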
Exocytosis inh = lytic granule exocytosis inhibition; TALL-104 LAMP-1 surface exposure, flow cytometry; cells stimulated with thapsigargin and PMA; inhibition, % at 10 µM; actives 0.66% (n = 360,000); AID 651702;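 active = inhibition above about 55%, limit read from the data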
NCOA3 inh = human NCOA3 inhibition. Q9Y6Q9. HEK293 GAL4-SRC3 luciferase reporter, luminescence. inhibition, % at 3.6 µM. actives 0.17% (n = 360,000);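 active = inhibition above a per-campaign cutoff, the mean of all compounds plus 3 SD, cut at about 60% in these data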;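 also: 0% = DMSO-treated cells and 100% = gossypol-treated cells at 36 µM; higher means less SRC3-driven luciferase light from the GAL4 reporter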
NCOA1 inh = inhibits human SRC1 coactivator | Q15788 | inhibition, % at 3.6 µM | AID 588354 | actives 0.12% (n = 360,000) | HEK293 GAL4-SRC1 luciferase reporter, luminescence;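 active = inhibition above the campaign mean plus 3 SD, with each screening campaign given its own cutoff, cut at about 60% in these data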;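 also: 0% = DMSO treated cells and 100% = gossypol at 36 µM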
Target sequence (Q15788 whole entry, looked up, the tested form may be a part): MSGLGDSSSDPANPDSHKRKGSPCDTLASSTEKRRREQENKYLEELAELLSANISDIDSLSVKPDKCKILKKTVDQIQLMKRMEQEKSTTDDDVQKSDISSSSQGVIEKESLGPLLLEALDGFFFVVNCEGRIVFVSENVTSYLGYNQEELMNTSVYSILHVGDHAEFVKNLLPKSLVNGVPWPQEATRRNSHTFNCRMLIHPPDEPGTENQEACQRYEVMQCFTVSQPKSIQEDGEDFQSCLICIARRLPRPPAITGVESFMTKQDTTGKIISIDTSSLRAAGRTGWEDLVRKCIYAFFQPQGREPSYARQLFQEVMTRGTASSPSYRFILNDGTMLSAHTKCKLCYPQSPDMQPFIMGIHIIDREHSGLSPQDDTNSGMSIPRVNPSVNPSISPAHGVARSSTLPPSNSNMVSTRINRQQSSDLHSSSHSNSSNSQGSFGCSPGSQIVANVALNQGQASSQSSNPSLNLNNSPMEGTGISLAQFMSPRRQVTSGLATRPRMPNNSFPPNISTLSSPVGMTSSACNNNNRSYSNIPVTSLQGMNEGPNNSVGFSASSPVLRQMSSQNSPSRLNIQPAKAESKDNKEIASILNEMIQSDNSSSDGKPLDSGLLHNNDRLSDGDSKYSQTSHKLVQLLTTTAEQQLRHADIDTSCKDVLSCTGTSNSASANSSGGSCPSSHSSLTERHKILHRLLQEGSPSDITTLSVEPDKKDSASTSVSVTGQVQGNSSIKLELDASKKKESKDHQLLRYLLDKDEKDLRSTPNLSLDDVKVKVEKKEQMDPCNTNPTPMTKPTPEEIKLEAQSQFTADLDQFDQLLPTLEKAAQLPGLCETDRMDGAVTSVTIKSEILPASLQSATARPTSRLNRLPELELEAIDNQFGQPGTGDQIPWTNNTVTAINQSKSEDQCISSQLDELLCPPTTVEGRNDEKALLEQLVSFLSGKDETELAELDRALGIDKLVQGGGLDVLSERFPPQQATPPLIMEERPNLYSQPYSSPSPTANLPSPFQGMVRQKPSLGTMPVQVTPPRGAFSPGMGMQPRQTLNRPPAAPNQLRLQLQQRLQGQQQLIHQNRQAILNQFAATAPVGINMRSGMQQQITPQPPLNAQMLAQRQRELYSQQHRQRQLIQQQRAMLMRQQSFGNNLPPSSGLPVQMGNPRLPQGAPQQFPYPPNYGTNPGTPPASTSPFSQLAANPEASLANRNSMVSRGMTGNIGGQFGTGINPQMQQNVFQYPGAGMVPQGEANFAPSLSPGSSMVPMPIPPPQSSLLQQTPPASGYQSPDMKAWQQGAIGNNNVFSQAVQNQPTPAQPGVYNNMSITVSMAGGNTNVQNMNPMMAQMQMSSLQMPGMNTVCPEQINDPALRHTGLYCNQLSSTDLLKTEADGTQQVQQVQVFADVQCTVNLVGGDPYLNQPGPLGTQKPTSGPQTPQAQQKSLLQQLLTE
TWEAK Fn14 block = TWEAK-Fn14 signaling inhibition. TWEAK-stimulated Fn14 reporter cells, luciferase luminescence, 8 h. inhibition, % at 10 µM. actives 2% (n = 360,000). AID 1159606; in the data active = inhibition above about 50%
COUP-TFII inh = inhibitors of human COUP-TFII (NR2F2) | HEK293T NGFI-A luciferase reporter, luminescence | inhibition, % at 8.6 µM | actives 0.7% (n = 370,000);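 active = inhibition above a per-plate cutoff, mean inhibition of test wells between control levels plus 3 SD, cut at about 38% in these data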;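 also: cells cotransfected with COUP-TFII expression vector driving the NGFI-A reporter; 0% = median of COUP-TF2 test wells and 100% = reporter-only cells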
TROY signal inh = inhibitors of TROY-dependent NF-kB signaling; actives 0.98% (n = 360,000); Q293 LMP1-TROYcd NF-kB luciferase reporter, 4 h; inhibition, % at 10 µM;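 active = compounds whose plate-normalised and pattern-corrected inhibition of the luciferase reporter signal at the single screening dose is 50% or more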
NOD2 RIPK2 PPI = blocks binding of human NOD2 to RIPK2; O43353; CHO BLA complementation NOD2-RIPK2, CCF4 ratio; inhibition, % at 4.98 µM; actives 0.38% (n = 360,000); AID 624267; in the data active = inhibition above about 21%;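 also: 0% = vehicle only and 100% = reference blocker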
ABHD5 PLIN5 PPI = inhibitors of human ABHD5-perilipin-5 interaction; Q00G26+Q8WTS1; Split G. princeps luciferase complementation, luminescence, 4 h; actives 0.78% (n = 360,000); inhibition, % at 4 µM;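 active = inhibition above the mean inhibition across every tested compound plus 3 SD, cut at about 22% in these data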;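 also: 0% = DMSO only wells and the 100% control is not disclosed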
LRH-1 inv ag = NR5A2 inverse agonism in reporter assay. HEK293T StAR-luciferase reporter, LRH-1 transfected, 24 h. O00482. actives 0.13% (n = 360,000). inhibition, % at 3.6 µM;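 active = inhibition above the mean inhibition of all tested compounds plus 3 SD, cut at about 73% in these data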;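 also: 0% = DMSO wells and 100% = reporter-only cells lacking LRH-1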
NCOA2 inhibitor = inhibits human steroid receptor coactivator 2. AID 651957. inhibition, % at 9 µM. HEK293 GAL4-SRC2 luciferase reporter, luminescence. actives 0.17% (n = 370,000);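 active = inhibition above the mean inhibition of all tested compounds plus 3 SD, set per campaign, cut at about 52% in these data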;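 also: 0% = DMSO treated cells and 100% = cells given Gossypol at 36 µM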
Active calls of the source: *; . = not tested or not shown.

canonical_smiles,TLR9-MyD88 block,Exocytosis inh,NCOA3 inh,NCOA1 inh,TWEAK Fn14 block,COUP-TFII inh,TROY signal inh,NOD2 RIPK2 PPI,ABHD5 PLIN5 PPI,LRH-1 inv ag,NCOA2 inhibitor
N#Cc1c(N)n(-c2cccc(O)c2)c2nc3ccccc3nc12,-2,-3,6,-12,14,0,6,-5,1,-19,-3
O=C1C(=O)N(CCCN2CCOCC2)C(c2ccc(Cl)cc2)/C1=C(/O)c1ccc(F)cc1 (stereo unspecified),5,12,-12,-10,-12,-11,15,-11,0,22,-26
Clc1cccc(/C=N/Nc2ncnc3ccccc23)c1,-3,-1,-88,-101,6,-34,-47,0,5,-115,-56
COC(=O)c1ccc2c(c1)c(-c1ccccc1)c(-c1ccccc1)n2C,0,2,4,4,-10,13,-23,11,-1,-21,-23
O=C(Nc1ccncc1)C1CCC(CNS(=O)(=O)c2cccc3nsnc23)CC1 (stereo unspecified),17,-10,27,3,-5,18,4,-3,-5,9,29
CCOC(=O)c1cccnc1SCC(=O)N(CC)c1cccc(C)c1,-6,0,8,-9,1,14,-3,-2,2,-1,-1
Cc1cccc(OCCNC(=O)c2ccc(Oc3ccc(C(F)(F)F)cc3[N+](=O)[O-])cc2)c1,0,0,17,-2,4,7,28,-3,-1,10,1
O=C(NN=Cc1ccc(O)c(O)c1)c1ccccc1,.,2,-8,-69,-17,.,-40,2,5,-54,.
CCOC(=O)c1[nH]c(C)c(CC(C)C)c1C,-18,0,-1,2,2,.,-30,-8,-1,-20,.
O=C(CCC(=O)N1CCCC1)Nc1nnc(C2CCCCC2)s1,2,4,9,-2,-23,-7,-4,0,1,-13,-10
CON(C)c1nc(NCC(C)C)nc(OCC#N)n1,-1,-2,17,8,7,4,10,-5,-1,-6,-27
Cn1c(=O)[nH]c(=O)c2c1nc(CN1CCN(c3cccc(Cl)c3)CC1)n2CCCc1ccccc1,-14,-4,2,-13,2,7,11,-3,1,-7,8
Cc1nc(N(CCO)C2CCCCC2)c2nnn(Cc3ccccc3)c2n1,-2,-4,-6,5,6,1,1,-5,3,-3,-5
O=C(Nc1ccccc1C(=O)O)c1cccc(C(=O)Nc2ccccc2C(=O)O)c1,-1,5,5,-9,10,24,34,-3,-1,15,0
COc1cc(F)c(C2=CC(=O)C[C@H](c3ccc(F)cc3)C2)cc1F,-1,-12,-23,9,-9,3,-24,-3,-2,9,-13
COc1cc(/C=N/NC(=O)CCC(=O)Nc2ccc(F)cc2)ccc1O,6,-2,-6,7,19,1,5,1,-1,-17,-55
CCCCCCn1c(CN2CCN(C(=O)OCC)CC2)nc2c1c(=O)n(C)c(=O)n2C,-8,9,8,0,-38,-14,0,4,6,-1,13
Nc1nc(COC(=O)C2CC(=O)N(Cc3ccccc3)C2)nc(Nc2ccccc2)n1 (stereo unspecified),-7,1,6,-10,0,-10,23,2,-2,-23,5
Cc1c(C)c2c(c(C)c1O)CC[C@@](C)(CCC[C@H](C)CCC[C@H](C)CCCC(C)C)O2,7,7,0,14,28,-5,9,2,2,-5,-27
CC(C)C[C@@H](CNCC(=O)[C@H](CC(C)C)NC(=O)c1[nH]cnc1C(=O)N[C@H](CN)CC(C)C)NC(=O)c1nc[nH]c1C(=O)N[C@@H](CC(=O)O)C(=O)O,-3,-1,-16,-4,4,13,-17,1,-5,-3,8
COC(=O)[C@H](CC(C)C)NCc1cccc(CN[C@@H](CC(C)C)C(=O)OC)c1,-3,-9,-10,-5,5,0,17,-16,5,1,28
O=C(NCc1ccccc1F)C1CCCN(C(=O)NC2CCCCC2)C1 (stereo unspecified),5,-6,-1,-1,11,6,5,3,2,12,-31
COc1ccc(S(=O)(=O)NC2CCCCC2)c(C)c1C,-5,1,-22,3,-6,-4,-1,4,4,-3,6
CC1CCC(C(=O)NC(C(=O)Nc2ccccn2)C(C)C)CC1 (stereo unspecified),11,10,-9,16,10,20,-9,3,12,2,-19
COCCCn1cc(CN2CC(N3CCN(CCO)CC3)CS2(=O)=O)nn1 (stereo unspecified),.,-1,.,.,11,14,-14,12,-1,-16,-1
Cc1cccc(OCC(=O)Nc2cc(NC(=O)COc3cccc(C)c3C)cc(C(=O)O)c2)c1C,-9,7,-10,-23,-17,-2,-8,-18,3,8,-54
NS(=O)(=O)c1ccc(-c2ccc(/C=C3\NC(=S)NC3=O)o2)cc1,-2,8,-15,-5,-8,-8,13,-6,18,11,-5
COc1cc(OC)cc(C(=O)NCC(=O)OCC(=O)c2cc(OC)ccc2OC)c1,-7,-3,20,5,-5,-8,-24,0,0,-3,-10
Cc1ccc2cc(CN(c3ccc(C)c(C)c3)S(C)(=O)=O)c(=O)[nH]c2c1,-1,-4,16,-11,-11,17,-19,10,-5,1,5
CSc1nnc(SCC(=O)N(C)c2c(N)n(Cc3ccccc3)c(=O)[nH]c2=O)s1,0,0,1,-1,1,12,-5,12,2,-1,-20
Cc1ccc(S(=O)(=O)N2CCN(C(=O)c3ccc(Br)o3)CC2)c(C)c1,1,-2,-1,18,4,10,5,-4,-5,-15,3
O=C(NNC1=NCCN1Cc1ccccc1)c1cccc(C(F)(F)F)c1,4,-2,8,-24,-3,-7,10,-5,-4,10,-15
COc1cc(/C=N/n2nnnc2N)ccc1OCC(N)=O,-1,-12,12,0,5,.,3,-3,-6,11,.
CCOc1cc(N2CCOCC2)c(OCC)cc1NC(=O)COC(=O)C1CCCN1S(=O)(=O)c1ccccc1F (stereo unspecified),0,1,13,-8,-2,3,-5,5,4,24,4
NC(=O)CC(NC(=O)Cc1cccc2ccccc12)c1ccc(NCCCN2CCCC2=O)c([N+](=O)[O-])c1 (stereo unspecified),1,-6,-2,10,16,5,-6,-7,8,14,-4
C[C@@H]1[C@H]2[C@@H](O[C@@H]3O[C@H](CO)[C@@H](O)[C@H](O)[C@H]3O)OC=C(C(=O)O)[C@H]2C[C@@H]1O,-11,26,6,4,-15,11,-3,0,5,8,-52
CC(=O)c1cccc(NS(=O)(=O)c2c(C)n[nH]c2C)c1,-14,2,-8,-2,-5,-1,10,-10,0,1,-9
O=C(COC(=O)c1cc(=O)[nH]c2ccccc12)NC(=O)NC1CCCCC1,1,-3,-1,-21,14,-8,13,6,-3,-6,3
Cn1c(CCN2CCCCC2)nc2cc(NC(=O)COc3ccc(Cl)cc3)ccc21,-4,21,8,9,-12,-18,6,-4,12,3,-2
CN1CCN(C2=NC3(CCCC3)C(C#N)C(=O)N2)CC1 (stereo unspecified),-12,1,10,-1,12,-14,5,6,3,0,-16
CC(C)N(C(=O)Cn1cc(SCC(=O)NCC2CCCO2)c2ccccc21)C(C)C (stereo unspecified),5,0,-21,-13,-6,0,1,-3,-10,2,2
COc1ccc(C2=C/C(=C\c3ccc(OC(C)=O)cc3)C(=O)O2)cc1,-2,0,22,4,22,7,-7,-10,1,12,7
COC(=O)c1cc(C(=O)Nc2ccc(C)cn2)cc([N+](=O)[O-])c1,0,-1,13,-1,17,3,6,0,3,4,1
Cc1ccccc1S(=O)(=O)Oc1ccccc1C(=O)Oc1ccccc1,-8,1,-6,-9,-15,6,6,-1,0,10,14
CCC(CC)NC(=O)c1cccc(NC(=O)C(C)C)c1,2,-1,2,6,-12,22,10,-2,2,18,15
Cc1nc2ccccc2c2oc(C(=O)NCC3COc4ccccc4O3)cc12 (stereo unspecified),-10,41,15,-5,93*,31,73*,-1,4,33,31
CCCCCCn1c(=O)[nH]c2nc3cc(N)c(C)cc3nc2c1=O,32*,-1,-7,3,6,6,6,42*,-21,8,-8
O=C(N/C(=C/c1cccc(Br)c1)C(=O)N1CCOCC1)c1ccco1,-6,-8,-2,-10,13,21,-4,0,3,-12,-4
Cc1cc(Br)ccc1NC(=O)CSCc1c(C)noc1C,6,-1,18,0,3,14,15,-4,-10,39,-9
CCCS(=O)(=O)c1c(S(=O)(=O)CCC)c2ccc(C(N)=O)cn2c1C(=O)c1ccc(OC)cc1,-9,-2,6,-4,-31,-9,-4,-8,-1,-4,27
COc1cc(OC)cc(N(C(=O)CNC(=O)c2cccs2)C(C(=O)NCC2CCCO2)c2ccc(OC)c(OC)c2)c1 (stereo unspecified),-11,-2,0,2,11,-16,-8,3,1,-14,-24
Cc1cc(C)nc(/N=C(\N)N2CCCCC2)n1,1,-1,13,9,-17,24,-10,-10,1,-18,-20
O=C(CN1C(=O)NC2(CCCC2)C1=O)OCCOc1ccccc1Cl,0,2,-7,4,0,10,-23,-9,-3,-8,14
CCOC(=O)C(C)Sc1nc(C2CC2)cc(C(F)(F)F)c1C#N (stereo unspecified),2,0,2,17,-4,0,-5,0,-3,-11,-6
COCCCN(C(=O)Cn1ncc2c(=O)oc3ccc(C)cc3c21)C(C)c1ccncc1 (stereo unspecified),0,-4,-2,-7,5,-6,-19,1,-4,-10,-7
Cc1nn(C)cc1C(C)NC(=O)c1cc(COc2cccc3cnccc23)on1 (stereo unspecified),4,-3,51,23,19,38*,24,-5,7,34,37
Cc1ccc(C)c(N2CCN(CCCNC(=O)Cn3cc4c(n3)CCCCC4)CC2)c1,3,15,9,5,2,26,19,-2,3,23,13
Cn1c(=O)n(C)c2cc(NC(=O)c3ccccc3NS(C)(=O)=O)ccc21,-1,-5,-2,2,-1,-32,-1,-1,3,12,-37
Cc1cc([N+](=O)[O-])nn1CCCC(=O)Nc1cccnc1Cl,-6,-1,-14,14,3,-9,-9,-2,0,-19,0
COc1cc(/C=C/C(=O)OCC(=O)c2ccc[nH]2)ccc1O,4,12,-22,2,-6,-17,-36,1,0,3,19

(list continues)
canonical_smiles,TLR9-MyD88 block,Exocytosis inh,NCOA3 inh,NCOA1 inh,TWEAK Fn14 block,COUP-TFII inh,TROY signal inh,NOD2 RIPK2 PPI,ABHD5 PLIN5 PPI,LRH-1 inv ag,NCOA2 inhibitor
O=C(CCC(=O)N1CCN(S(=O)(=O)c2ccc3ccccc3c2)CC1)NCC(F)(F)F,-5,-2,9,8,-8,-4,4,2,-6,-10,-18
COc1cc(/C=N/NC(=O)c2ccccc2Cl)ccc1Oc1ccc([N+](=O)[O-])cn1,-3,-5,-3,-5,22,8,26,-1,-3,-4,4
Cc1nnc(NC(=O)C(C)Sc2nncn2C)s1 (stereo unspecified),7,-1,10,-45,20,6,5,-16,-4,14,-10
CCCCCN1CC(=O)N2C(C)c3[nH]c4ccccc4c3C[C@H]2C1=O (stereo partly specified),0,10,1,4,-1,5,11,5,-10,1,-3
OCCN1CCN(c2cnc(-c3ccsc3)cn2)CC1,.,12,-85,-97,5,-54,1,-15,-1,-107,-91
CC(=O)c1ccccc1NC(=O)CN1C(=O)NC2(CCCCCCC2)C1=O,-13,-3,-7,9,-3,1,10,-13,6,12,8

Screens deposited in PubChem by several laboratories.

The list is partial; the hit share may differ from the screen's.
